High-throughput results from PubChem BioAssay.
RNase H inhibition = RNase H inhibition, HIV 1 Gag Pol polyprotein, FRET biochemical assay, screening (AID 372); HIV-1 RT RNase H, FRET RNA/DNA substrate fluorescence; higher % means a stronger effect; inhibition, % at 10 µM; hits with a dose series show IC50 in µM; 0.77% of 100,000 active; in the data active = inhibition above about 50%
* hit, by the source's call; & = joins results of further samples. Not all compounds are listed; the hit share may differ from the screen's.

| SMILES | RNase H inhibition |
| --- | --- |
| O=[N+]([O-])c1ccc(NCCNCCO)c(Cl)c1 | 12% |
| COc1ccc(C(=O)NC(=S)Nc2cc(-c3nc4ccccc4s3)ccc2C)cc1 | 1% |
| COc1ccc2c(c1)c(=O)oc1cc(OC(C(=O)O)c3ccccc3)ccc12 (stereo not given) | 12% |
| CC1(C)Oc2ccc3ccc(=O)oc3c2/C(=C/N2CCOCC2)C1=O | 0% |
| CN1CCC(=NNC(=O)C(=O)NCc2ccco2)CC1 | 9% |
| O=C(COc1ccc(Br)cc1)NNC(=O)Nc1ccccc1 | 11% |
| Nc1nonc1-n1nnc(C(=O)N/N=C/c2ccccc2O)c1-c1ccccc1 | 8% |
| CCOc1ccccc1N1C(=O)NC(=O)C(=Cc2ccc(OC)cc2)C1=O | 25% |
| CC1=C(C(=O)OC2CCCC2)C(c2ccc(C)cc2)NC(=O)N1 (stereo not given) | 10% |
| Cc1ccc2c(C)nc(Nc3nc(O)c(C)c(=O)[nH]3)nc2c1 | 7% |
| CCOc1ccc(-c2cc(C(=O)N3CCC(C)CC3)c3ccccc3n2)cc1 | 5% |
| CC1=C(C(=O)OCCOC(C)C)C(c2ccccn2)C2=C(CC(C)(C)CC2=O)N1 (stereo not given) | 13% |
| C1CN(CC2CSC(=NC34CC5CC(CC(C5)C3)C4)O2)CCO1 (stereo not given) | 7% |
| COCC(=O)N/N=C/c1ccc(OC/C=C/Cl)cc1 | 0% |
| S=C(Nc1ccccc1)Nc1ccc(Nc2ccccc2)cc1 | 15% |
| O=C(N/N=C/c1cccc(Cl)c1Cl)Nc1ccccc1 | 5% |
| O=S(=O)(Nc1ccc(Br)cc1)c1ccc2oc3ccccc3c2c1 | 29% |
| CS(=O)(=O)NCCNc1cc(Cl)ccc1[N+](=O)[O-] | 13% |
| c1ccc2cc(OCCOCCOc3ncnc4ccccc34)ccc2c1 | 8% |
| Cc1c(-c2ccccc2)nc2ccccc2c1C(=O)Nc1cccc(Br)c1 | 9% |
| Cc1cccc(C)c1OCC(=O)Nc1ccc(C(=O)Nc2ccccc2C(=O)O)cc1 | 12% |
| CCc1ccccc1NC(=O)c1cc2n(n1)C(C(F)(F)F)CC(c1ccccc1)N2 (stereo not given) | 5% |
| COc1ccc(CN2CCC(N3CCCCC3)CC2)c(OC)c1OC | 4% |
| CCCOC(=O)c1cc(-c2ccc(Br)cc2)nc2ccccc12 | 13% |
| O=C(N/N=C/c1ccc(Cl)cc1)C(=O)Nc1cccc2ccccc12 | 4% |
| CCOc1ccccc1NC(=O)c1ccccc1Cl | 15% |
| COC(=O)c1ccccc1NC(=O)CN(c1ccc(C)cc1)S(=O)(=O)c1ccc(SC)cc1 | 20% |
| Cc1cc(C)n(C2=NNC(n3nc(C)cc3C)=NN2)n1 | 0% |
| Cc1cccc(N2C(=O)/C(=C\c3ccccc3C(F)(F)F)SC2=S)c1 | 21% |
| O=C(O)c1c(Br)c(Br)c(Br)c(Br)c1C(=O)Nc1cccc(F)c1 | 0% |
| O=C(Nc1ccc(C(=O)Oc2ccccc2)c(O)c1)c1ccccc1 | 11% |
| Cc1ccc(/C=N/NC(=O)c2ccc(Br)cc2)c(C)c1 | 13% |
| CC1(C)CC(=O)C(/C=N/c2ccccn2)=C(O)C1 | 3% |
| COc1ccc(-n2c(=S)[nH]c3sc4c(c3c2=O)CCN(Cc2ccccc2)C4)cc1 | 6%&10% |
| COc1ccc(/C=C2/SC(=O)N(CCC(=O)Nc3ccc(S(N)(=O)=O)cc3)C2=O)cc1 | 16% |
| O=C(Nc1cccc(Cl)c1Cl)c1ccc(-c2cccc(Cl)c2)o1 | 37% |
| CCCCOc1cccc(C(=O)NC(=S)Nc2cccc(-c3nc4cc(C)ccc4o3)c2)c1 | 14% |
| CCc1ccccc1NC(=O)c1ccc(I)cc1 | 0% |
| Cn1cccc1/C=N/N1CCN(Cc2ccc(Cl)cc2)CC1 | 18% |
| Cc1ccc2c(c1)C(C)CC(C)(C)N2C(=O)Nc1ccccc1 (stereo not given) | 0% |
| CC1=C(C(=O)OCc2ccccc2)C(c2cccc(Cl)c2Cl)C2=C(CCCC2=O)N1 (stereo not given) | 9% |
| CCOC(=O)N1CCN(Cc2cccc(F)c2)CC1 | 0% |
| O=c1c2c([nH]n1-c1ccccc1)CCC2 | 11% |
| CCOc1ccc(C(=O)Nc2cccc(-c3nc4ccccc4s3)c2C)cc1Br | 7% |
| CCSCCOC(=O)C1=C(C)NC2=C(C(=O)CC(c3ccccc3)C2)C1c1cc(Br)c(O)c(OC)c1 (stereo not given) | 27% |
| Cc1nc(SCc2ccccc2)nc2ccccc12 | 41% |
| CC(C)NC(=O)C(=O)NCCc1ccccc1 | 0% |
| Cc1ccc2oc(-c3ccc(NC(=O)c4ccc(Br)o4)c(C)c3)nc2c1 | 1% |
| CCOC(=O)c1ccc(N2NC(=O)/C(=C/C=C/c3cccc([N+](=O)[O-])c3)C2=O)cc1 | 26% |
| CCN(CC)c1ccc(/C=N/Nc2nn[nH]n2)c(O)c1 | 1% |
| O=C(CCN1C(=O)/C(=C/c2ccccc2Cl)SC1=S)Nc1cccc(Cl)c1 | 30% |
| COc1cccc(OCCCCS)c1 | 0% |
| CC(=O)N(C)c1ccc(NC(=O)c2ccc([N+](=O)[O-])cc2)cc1 | 33% |
| Brc1ccc(Nc2nc(-c3cccnc3)cs2)c(Br)c1 | 2% |
| Cc1ccc(N2CCN(C3=NC(=O)/C(=C\c4cccc([N+](=O)[O-])c4)S3)CC2)cc1Cl | 5% |
| Oc1c(C=Nc2ccccc2)sc2ccccc12 | 4% |
| O=C(c1ccc(Cl)cc1)N1CCN=C1c1ccccc1 | 9% |
| Cc1ccc(N(CC(=O)NCc2cccnc2)S(=O)(=O)c2ccc(F)cc2)cc1 | 2% |
| Cc1cc([N+](=O)[O-])ccc1N[C@@H]1O[C@H](CO)[C@H](O)[C@H](O)[C@H]1O | 12% |
| Cc1ccccc1NCC(=O)N/N=C\c1ccc(Cl)c([N+](=O)[O-])c1 | 13% |

The list goes on.
| SMILES | RNase H inhibition |
| --- | --- |
| Clc1ccc(-c2ccc(C=Nc3ccc4oc(-c5ccccc5Br)nc4c3)o2)c(Cl)c1 | 5% |
| COC(=O)/C(=C/c1cn(C)c2ccccc12)[N+](=O)[O-] | 6% |
| CCCCc1nc(N)c(C#N)c(-c2cccc(Br)c2)c1CCC | 19% |
| CCCCCCCCCCCCCCCCn1c(N)nc2ccccc21 | 4% |
| CCNC(=S)N(Cc1ccc(OC)cc1)C1CC(=O)N(c2ccc(F)cc2)C1=O (stereo not given) | 8% |
| O=C(Nc1c(Cl)cccc1Cl)C1CCCC1 | 10% |
| CCOc1ccc2nc(NC(=O)c3cccc(Br)c3)sc2c1 | 10% |
| COc1ccc(C2(CNC(=O)CCc3ccccc3)CCCC2)cc1OC | 0% |
| O=C(COc1ccc(Cl)cc1[N+](=O)[O-])N/N=C\c1c2ccccc2cc2ccccc12 | 36% |
| O=C(NN1C(=O)/C(=C/c2cccc3ccccc23)SC1=S)c1ccccc1 | 27% |
| Cc1ccc(C(=O)N/C(=C\c2ccc(C(C)C)cc2)C(=O)NCC(C)C)cc1 | 0% |
| CN(C)c1cccc(C(=O)NCC2CCCO2)c1 (stereo not given) | 5% |
| CCOC(=O)C1=C(N)Oc2cc(O)ccc2C1c1cccnc1 (stereo not given) | 10% |
| COC(=O)C1=C(C)N(c2ccc(Br)cc2)/C(=C\c2ccc(OCC(=O)Nc3ccccc3OC)cc2)C1=O | 47% |
| COc1ccc(Cl)cc1NC(=O)COc1ccccc1C | 17% |
| Cc1ccc(C(=O)NC(=S)Nc2cccc(-c3nc4ccccc4o3)c2C)cc1[N+](=O)[O-] | 16% |
| COc1ccc(CCNC(=O)c2ccccc2[N+](=O)[O-])cc1OC | 2% |
| CCOC(=O)C1=C(C)N=c2s/c(=C\c3ccc(-c4ccc(C(=O)OCC)cc4)o3)c(=O)n2C1c1ccc(N(C)C)cc1 (stereo not given) | 13% |
| O=C(Nc1ccc(Cl)cc1)C1CC(=O)N(c2ccccc2)C1 (stereo not given) | 8% |
| COc1ccc(OC)c(NS(=O)(=O)c2ccc(OC)c(OC)c2)c1 | 6% |
| CCOC(=O)C1=C(C)NC(=S)NC1c1cc(Br)c(O)c(OCC)c1 (stereo not given) | 11% |
| O=S(=O)(Nc1nc2ccccc2nc1Nc1ccccc1I)c1ccccc1 | 14% |
| Cc1no[n+]([O-])c1COc1ccccc1/C=C1\SC(=S)NC1=O | 12% |
| CCN(CC)CCCCCCOc1ccc(I)cc1 | 7% |
| O=C(Nc1cccc(Cl)c1)Nc1ccccc1C(F)(F)F | 0% |
| CCOC(=O)C1=C(C)NC2=C(C(=O)CCC2)C1c1ccc(OCC)c(OC)c1 (stereo not given) | 5% |
| O=C(NC1CCCC1)c1cc([N+](=O)[O-])cc([N+](=O)[O-])c1 | 8% |
| CCOC(=O)C1=C(C)N=c2s/c(=C\c3ccc(Cl)c(Cl)c3)c(=O)n2C1c1ccccc1 (stereo not given) | 10% |
| COc1ccc(N(CC(=O)Nc2ccc(OCc3ccccc3)cc2)S(C)(=O)=O)cc1 | 7% |
| CC1(C)CC(=O)C(C2COC3=C2C(=O)CC(C)(C)C3)C(=O)C1 (stereo not given) | 9% |
| CCOC(=O)C1=C(C)OC(N)=C(C#N)C1c1cc(Br)c(CC)s1 (stereo not given) | 9% |
| COc1ccc(NCc2nc3ccccc3n2Cc2ccccc2)cc1 | 10% |
| COc1ccc(C2C(C(C)=O)=C(C)N=c3s/c(=C\c4cccc([N+](=O)[O-])c4)c(=O)n32)c(OC)c1 (stereo not given) | 41% |
| O=C(NCc1ccc2c(c1)OCO2)Nc1ccc(Cl)c(Cl)c1 | 1% |
| Cc1ccc(C(=O)Oc2ccc(OC(=O)c3ccc(C)cc3)c(S(=O)(=O)c3ccc(Cl)cc3)c2)cc1 | 12% |
| Clc1ccc(N2CCN(/N=C\C=C\c3ccccc3)CC2)cc1 | 12% |
| COc1c(Br)cc(Br)cc1/C=C(\C#N)c1nn(-c2ccccc2)c(N)c1C#N | 4% |
| O=C1OC(c2ccccc2)=C/C1=C/c1ccc(Br)cc1 | 19% |
| O=C(NNc1nc(-c2ccccc2)cc(-c2ccc(F)cc2)n1)c1ccccc1 | 5% |
| CC(Sc1ccc(Cl)cc1)C(=O)Nc1cccc(Br)c1 (stereo not given) | 21% |
| COc1ccccc1OCCOc1c(C)cc(Cl)cc1Cl | 10% |
| CCCC1=C(C(=O)OCC)C(c2cc(C)c(OC)cc2C)C(C#N)=C(N)O1 (stereo not given) | 2% |
| CCN(CC)c1ccc2cc(-c3nnc(Nc4ccccc4OC)s3)c(=O)oc2c1 | 0% |
| O=C(/C=C/c1cccs1)Nc1ncc(Cc2ccc(F)cc2)s1 | 22% |
| COc1ccc2nc(NC(=S)NC(=O)c3ccco3)sc2c1 | 3% |
| CN(C)c1ccc(C2C3=C(CC(C)(C)CC3=O)Nc3ccccc3N2C(=O)c2ccc(F)cc2)cc1 (stereo not given) | 21% |
| CCOC(=O)Nc1ccc2c(c1)N(C(=O)OCC)c1ccccc1CC2 | 3% |
| C=CCOc1ccc(/C=C/C(=O)c2ccc(Br)cc2)cc1 | 9% |
| Cc1ccnc(NS(=O)(=O)c2ccc(NC(=O)c3ccccc3Br)cc2)n1 | 11% |
| Clc1ccc(CNc2ncn[nH]2)cc1 | 4% |
| O=C(Cc1ccccc1)N/N=C/c1ccc(Cl)cc1 | 10% |
| Cc1ccc(OCCSc2nc3ccccc3n2CCOc2ccccc2)cc1C | 14% |
| COc1ccccc1CNC(=O)CN(c1ccc(C)cc1)S(=O)(=O)c1ccc(C)cc1 | 13% |
| O=C(O)CCCCCN1C(=O)C(=O)/C(=C(/O)c2ccccc2)C1c1ccccc1 (stereo not given) | 12% |
| Cc1ccc(S(=O)(=O)Nc2ccccc2N=Cc2cc(C)ccc2O)cc1 | 0% |
| Oc1cccc(/C=N/Nc2nc3ccccc3s2)c1 | 6% |
| CCCc1c(C)nc2c(Br)cccc2c1SCC(=O)O | 0% |
| Cc1ccccc1C(=O)Nc1c(C(=O)NCc2ccco2)cnn1-c1ccccc1 | 11% |
| COc1ccc(OC)c(CN2CCN(Cc3ccc4c(c3)OCO4)CC2)c1 | 2% |
| COc1ccc(CNCc2cccnc2)cc1 | 4% |

Continuation:
| SMILES | RNase H inhibition |
| --- | --- |
| CCOc1cccc(-c2nnc(NC(=O)Nc3ccccc3OC)s2)c1 | 4% |
| COc1ccc(CC(=O)Nc2ccccc2NC(C)=O)cc1 | 11% |
| COc1ccc(C(=O)N/C(=C\c2ccc(Cl)cc2)C(=O)NCCN2CCOCC2)cc1 | 0% |
| CC(C)Nc1nc(-c2cccnc2)nc2ccccc12 | 8% |
| CC(=O)N(C(C)=O)c1ncnc2sc3c(c12)CCCC3 | 0% |
| O=C(Nc1ccccc1C(F)(F)F)C(F)(F)F | 2% |
| CCOc1ccccc1/C=C1\C(=O)NC(=O)N(c2ccc(Br)c(C)c2)C1=O | 3% |
| COc1ccccc1NC(=O)C1(c2ccccc2)CCOCC1 | 8% |
| Cn1c(O)c(N=NC(=O)COc2c(Cl)cc(Cl)cc2Cl)c2cc(Br)ccc21 | 21% |
| Cc1ccc(Nc2nc(-c3ccc(S(=O)(=O)N4CCCCC4)cc3)cs2)cc1Cl | 18% |
| C(=N\N1CCN(c2ccccn2)CC1)/c1cccs1 | 2% |
| Cc1ccc(S(=O)(=O)NC(=O)NCC2CCCO2)cc1 (stereo not given) | 5% |
| COc1ccccc1C1SCCN1S(=O)(=O)c1ccc(-c2ccccc2)cc1 (stereo not given) | 11% |
